MITF TRPM1 HTS = increases MITF-driven TRPM1 promoter luciferase signal; 0.75% of 300,000 active; SK-MEL-5 TRPM1-promoter luciferase, 24 h; % of positive control, neutral wells = 0; activation, % at 12.5 µM; AID 588334;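 active = mean activation of at least 80% with every replicate also reaching 80%; inconclusive = mean reaches 80% but some replicate falls short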;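 also: 0% = neutral control wells and 100% = parthenolide positive control wells; values of inactives mirror those of a sister screen read the other way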
dFosB activator = mouse delta FosB homodimer activation. activation, % at 25 µM. 0.99% of 340,000 active. purified delta FosB, TAMRA-CDK5 oligo fluorescence polarization; percent of positive-control signal above neutral wells. P13346;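 active = mean activation above about 17%, with every replicate also reaching it, limit read from the data, passing the limit was not always enough; inconclusive = only one of the two conditions met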;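 also: fluorescence polarization rise as delta FosB binds a TAMRA Cdk5 AP-1 oligo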
Target sequence (P13346 whole entry, looked up): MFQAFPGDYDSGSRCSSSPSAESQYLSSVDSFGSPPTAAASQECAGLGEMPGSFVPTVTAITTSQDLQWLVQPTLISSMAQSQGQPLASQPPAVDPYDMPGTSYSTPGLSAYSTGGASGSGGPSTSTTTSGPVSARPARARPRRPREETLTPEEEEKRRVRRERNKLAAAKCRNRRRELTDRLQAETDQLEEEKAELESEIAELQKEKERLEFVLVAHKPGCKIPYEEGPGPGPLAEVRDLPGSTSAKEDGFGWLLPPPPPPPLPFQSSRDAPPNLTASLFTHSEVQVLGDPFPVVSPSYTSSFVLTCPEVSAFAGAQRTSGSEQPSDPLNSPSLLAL
SR-BI DiI inh = blocks mouse SR-BI lipid uptake from DiI-HDL | inhibition, % at 12.5 µM | 0.96% of 320,000 active | AID 488896 | ldlA[mSR-BI] CHO cells, DiI-HDL uptake fluorescence, 3 h;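 active = mean replicate inhibition of at least 70% and a set share of replicates each scoring 70 or more; inconclusive = meets just one of the two criteria; inactive = fails both criteria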;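 also: 0% = median of neutral control wells and 100% = median of positive control wells; values of inactives mirror those of a sister screen read the other way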
Target sequence (Q61009 whole entry, looked up): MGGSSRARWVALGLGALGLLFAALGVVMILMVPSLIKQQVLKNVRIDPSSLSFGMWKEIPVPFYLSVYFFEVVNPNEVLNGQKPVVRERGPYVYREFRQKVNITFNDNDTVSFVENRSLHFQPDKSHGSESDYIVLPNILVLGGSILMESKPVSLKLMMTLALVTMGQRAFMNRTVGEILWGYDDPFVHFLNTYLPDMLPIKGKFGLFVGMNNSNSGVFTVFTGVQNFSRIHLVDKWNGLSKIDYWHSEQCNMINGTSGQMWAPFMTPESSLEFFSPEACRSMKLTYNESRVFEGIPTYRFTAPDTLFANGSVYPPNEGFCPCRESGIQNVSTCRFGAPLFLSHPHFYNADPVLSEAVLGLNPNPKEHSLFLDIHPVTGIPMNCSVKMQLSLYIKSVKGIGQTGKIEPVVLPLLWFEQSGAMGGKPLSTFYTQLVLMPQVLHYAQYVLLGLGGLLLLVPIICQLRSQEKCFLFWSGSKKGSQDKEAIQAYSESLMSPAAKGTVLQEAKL
CAL PDZ FP-1 = inhibitors of human CAL PDZ peptide binding. Q9HD26. purified CAL PDZ, TMR-peptide fluorescence polarization, 1 h. inhibition, % at 20 µM. 0.02% of 330,000 active. AID 504414;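 active = highest replicate inhibition of at least 40%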;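 also: plate controls were DMSO neutral control wells for no effect and unlabeled competitor peptide control wells for full effect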
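Test system: purified CerCALP PDZ construct; Compound dosing: one concentration, 20 µM compound; Also added: TMR-labelled reporter peptide T*-PRC34 bound in PDZ groove; Read-out: inhibition from polarization loss; Controls: unlabelled peptide and DMSO controls; Signal: FP readout, S and P plane fluorescence; Incubation: 1 h at RT.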
SR-BI uptake up = activators of SR-BI mediated HDL lipid uptake. CHO ldlA[mSR-BI] cells, DiI-HDL uptake fluorescence, 3 h; 100 = double the neutral-control signal. activation, % at 12.5 µM. 0.096% of 320,000 active. AID 504775;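 active = mean replicate activation of at least 60% and every replicate at or above 60%; inconclusive = mean or all-replicate condition met, but not both; inactive = mean below 60% and not all replicates reaching 60%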;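 also: 0% = median plate neutral-control signal and 100% = twice that signal; values of inactives mirror those of a sister screen read the other way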
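Test system: SR-BI-overexpressing, LDLR-lacking CHO cells. Measured by: DiI fluorescence, bottom read. Medium: Ham's F12 with 0.5% BSA, HEPES 25 mM, pH 7.4. Timing: 3 h uptake period with compound, 37 °C.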
CAL PDZ FP-2 = inhibitors of human CAL PDZ peptide binding; Q9HD26; purified CAL PDZ, TMR-peptide fluorescence polarization, 1 h; inhibition, % at 24.9 µM; 0.92% of 300,000 active; AID 602252;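 active = mean inhibition of at least 30% with at least half of replicates also reaching 30%; inconclusive = no clear call, values can overlap the other calls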;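 also: 0% = DMSO neutral control and 100% = excess unlabeled competitor peptide PRC23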
PfHsp90 set2 = reduces growth (ATP signal) of yeast expressing P. falciparum Hsp90 | S. cerevisiae expressing PfHsp90, BacTiter-Glo ATP, 48 h; yeast lacking PDR1 and PDR3 efflux regulators | inhibition, % at 9.4 µM | 0.32% of 310,000 active;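 active = every replicate shows inhibition above about 80%, whatever the replicate mean, limit read from the data; inconclusive = mean inhibition reaches the set limit but some replicate falls short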;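 also: 0% = DMSO neutral controls and 100% = 20 µM radicicol positive controls; yeast relying on Plasmodium falciparum Hsp90 in place of its own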
Rtt109 Vps75 = blocks Candida albicans Rtt109/Vps75 acetyltransferase activity; Q5AAJ8; purified Rtt109/Vps75, ThioGlo CoA-SH fluorescence, 4 h; inhibition, % at 34.9 µM; 0.16% of 330,000 active;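 active = inhibition of at least 50% in every replicate; inconclusive = best replicate reaches 50% inhibition but some replicates fall short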
PvdQ inh = blocks Pseudomonas aeruginosa PvdQ acylase activity; purified PvdQ acylase, fluorescence plate reader; inhibition, % at 10 µM; 0.063% of 340,000 active; in the data active = inhibition above about 30%, passing the limit was not always enough; inconclusive = no clear call, values can overlap the other calls;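 also: 0% = vehicle neutral wells and 100% = reference inhibitor wells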
NSD2 HMT inh = NSD2 (human) methyltransferase inhibition; O96028; NSD2 peptide methylation, AlphaScreen, 120 min; inhibition, % at 12.5 µM; 0.54% of 310,000 active; in the data active = inhibition above about 50%
* marks the source's active call; other numbers are inactive results; ? = inconclusive; / = not tested or not shown.

The line under a structure holds: MITF TRPM1 HTS, dFosB activator, SR-BI DiI inh, CAL PDZ FP-1, SR-BI uptake up, CAL PDZ FP-2, PfHsp90 set2, Rtt109 Vps75, PvdQ inh, NSD2 HMT inh
COC(=O)CSc1cc(C)nc(SC)n1
 : -9, 2, 0, -1.1, 0, /, /, -4, -16, -1
Cn1nc(C(F)(F)F)c(/C=N/OC(=O)c2ccc(Cl)cc2)c1Cl
 : /, -1, /, -1.5, /, -3, -17, -8, 2, -2
OCCCn1c(-c2ccccc2)csc1=Nc1ccccc1
 : 2, -16, -212, 1.1, ?, -7, 3, /, -12, 10
COc1ccc(CNC(=O)CN(c2cccc([N+](=O)[O-])c2)S(C)(=O)=O)cc1
 : 1, -5, -24, -1.2, 24, /, 5, -2, -3, -1
O=[N+]([O-])c1cccc(-c2ccc(C(=S)N3CCN(c4ccc(F)cc4)CC3)o2)c1
 : 0, 2, 9, -0.3, -9, 3, 16, 6, 9, -1
C[C@@]12C(=O)Nc3ccccc3C(=O)N1[C@H]1c3cc(Br)ccc3OC[C@@H]1[C@@H]2c1ccccc1
 : -25, -1, -1, -1.3, 1, -2, -23, 2, -9, /
CS(=O)(=O)Cc1cc(Sc2ccccc2)nc(-c2ccncc2)n1
 : 9, -10, -7, 0.3, 7, -2, 14, 4, 0, -2
O=C(COC(=O)c1cc[n+]([O-])cc1)NC(=O)c1ccc(OC(F)F)cc1
 : -5, -8, -4, 0.1, 4, /, 4, 4, -14, /
Cc1ccc(SCC(=O)NNC(=O)CCS(=O)(=O)c2ccc(C)cc2)cc1
 : 3, 0, -43, 0.7, 43, -1, -8, -2, 7, -5
O=C(C(Cl)Cl)N1CC2CCC(CC2)C1
 : -10, 1, 18, -0.9, -18, -2, /, -4, -15, -2
CCCn1nc(NC(=O)C2CCCO2)c2cc3cccc(C)c3nc21 (configuration not stated)
 : /, -3, 22, -2.4, -22, /, 2, -50, -4, -87
Cc1cccc(NC(=O)C2CCCN2C(=O)NC2CCCCC2)c1 (configuration not stated)
 : -13, -2, 2, -0.4, -2, 2, 16, -2, -16, -3
O=C(CN1C(=O)C2C3C=CC(C4CC34)C2C1=O)Nc1cnc2ccccc2c1 (configuration not stated)
 : 5, -7, -4, -2.8, 4, 0, -19, -2, -14, 1
NC(=O)CN1CCOCCOCCN(CC(N)=O)CCOCCOCC1
 : -8, -2, -3, /, 3, -2, -7, 0, -3, -4
O=C(OCc1ccccc1)N1CCC2CC1c1c(Cl)cccc12 (configuration not stated)
 : 8, -7, 7, -3.0, -7, -6, 21, -8, -15, /
CC1(C)Cc2c(sc3ncn(N)c(=N)c23)CO1
 : 6, -1, -21, 0.1, 21, -3, 10, 3, 2, 6
CCOC(=O)C1=C(CS(=O)(=O)c2ccc(C)cc2)NC(=O)NC1c1cc(OC)c(OC)c(OC)c1 (configuration not stated)
 : 0, -15, -18, -0.5, 18, -5, 7, 12, -6, -1
COC(=O)Cc1cnc(NC(=O)C2C3CCC(C3)C2C(=O)O)s1 (configuration not stated)
 : -5, -5, 8, 1.2, -8, 9, -9, 1, 1, 3
COC(=O)C1=C(O)C(C(=O)OC)C(c2ccc(C)cc2)C(C#N)(C#N)C1c1ccc(C)cc1 (configuration not stated)
 : -19, -4, -10, -0.1, 10, /, /, -18, -10, 1
COc1c2occc2cc2ccc(=O)oc12
 : -2, -1, -11, 0.3, 11, -3, 13, 2, 6, /
COC(=O)[C@@]1(Cc2ccc(OC)cc2)[C@H]2c3cc(C(=O)N4CCCC4)n(CCn4cc([N+](=O)[O-])nc4C)c3C[C@H]2CN1C(=O)c1ccccc1
 : /, 4, 1, 0.3, -1, -3, 18, 1, 1, /
Cc1ccc(C)c(NC(=O)Cn2c([N+](=O)[O-])cnc2C)c1
 : /, 5, 3, -0.1, -3, 2, /, -3, -9, -9
O=C1CCCc2[nH]nc(-c3cccnc3)c21
 : 5, 2, -4, -0.5, 4, /, /, -18, -14, 0
O=C(c1cc(-c2ccccc2)on1)N1CCc2ccccc2C1
 : 22, -16, -5, -1.1, 5, 3, -15, -2, -15, -1
CCOc1ccc(S(=O)(=O)Nc2ccc(OC)nc2)cc1
 : -10, -9, -9, -4.2, 9, -3, -7, -16, -24, -1
COC(=O)[C@H](Cc1ccccc1)NC(=O)NCC1CCCO1 (some centres not stated)
 : -11, -4, -24, -1.1, 24, 2, -1, -3, -3, -3
C[C@H](CO)N1C[C@H](C)[C@@H](CN(C)S(C)(=O)=O)Oc2c(NC(=O)C3CC3)cccc2C1=O
 : -13, -1, -5, -0.3, 5, 0, -2, 7, -12, /
CN(c1ccccc1)c1nc(N)c([N+](=O)[O-])c(Nc2cccc(F)c2)n1
 : 17, -14, 22, -0.3, -22, -4, -23, -7, -16, -3
COc1ccc(NC(=S)Nc2ccccc2)cn1
 : 20, 7, -11, -0.8, 11, -4, -32, -2, -10, -1
COC(=O)N/N=C(\CCC(=O)O)c1cccs1
 : -1, 2, -14, -0.3, 14, -4, -12, 3, -10, -2
CS(=O)(=O)c1cccc(NC(=O)CSc2nnc3n2CCCCC3)c1
 : -5, -3, 1, -0.2, -1, 7, /, -8, 2, 0
Cc1ccc(NC(=O)COC(=O)c2ccnn2C)cc1
 : -1, -4, -11, -1.5, 11, -2, -18, /, -7, -1
CCCn1c(=N)c(S(=O)(=O)c2ccc(F)cc2)cc2c(=O)n3ccccc3nc21
 : 10, 2, -15, -2.5, 15, 0, 2, -21, -12, -3
O=C(O)c1ccccc1-c1ccccc1C(=O)NCc1ccco1
 : /, -1, -28, -0.4, 28, -4, /, -11, 3, -2
Cn1c(C(=O)N2CCCC(C(=O)NCc3cccs3)C2)cc2sccc21 (configuration not stated)
 : 0, -11, 41, -0.4, -41, -2, 28, 2, -7, /
COc1ccc(CCNS(=O)(=O)c2cccc3nsnc23)cc1OC
 : -2, -2, -2, -0.3, 2, /, -6, 3, -15, 3
Cc1ccc(NC(=S)N(Cc2cccc(Br)c2)CC2CCC(C(=O)O)CC2)cc1Cl (configuration not stated)
 : 10, 1, -29, -0.1, 29, /, -26, 23, 2, -3
CC(OC(=O)C1CCN(S(=O)(=O)c2ccc3c(c2)OCCO3)CC1)C(=O)NC1(C#N)CCCCC1 (configuration not stated)
 : 2, -7, 11, -0.2, -11, -7, /, 22, 11, -2
S=C(NCCc1ccc(Cl)cc1)NC1CC1
 : 1, 1, -8, -6.4, 8, 14, -5, 5, 4, -1
CCCc1nnc(NC(=O)CSc2nc3ccccc3[nH]2)s1
 : 3, -7, -21, -1.5, 21, -3, 18, 4, 6, 4
N=C1C=CC=C2C1=NC1(CCCCC1)N2O
 : -7, -1, -13, -1.7, 13, -1, 0, 18, 7, 13
CC(NC(=O)COc1ccccc1)C(=O)NC1=NCCS1 (configuration not stated)
 : -8, -2, -4, -1.9, 4, -2, -8, -5, -4, 0
CCOC(=O)CCc1c(C)nc2ncnn2c1C
 : -5, 0, -4, -0.2, 4, -1, -8, 0, -12, -1
COc1ccc(Cl)cc1N/C(N)=N/c1nc(CSc2ccc(C)cc2)cc(=O)[nH]1
 : -4, -12, 8, -2.0, -8, /, /, 0, -10, -6
CC1CCC(C(C)C)C(OC(=O)COC(=O)c2cc(O)ccc2N)C1 (configuration not stated)
 : -11, -3, 2, -1.9, -2, -2, -27, -4, -9, -2
Cn1c(NC(=O)c2ccccc2)cc(=O)n(C)c1=O
 : 2, -5, -6, -0.3, 6, -1, 6, 5, 7, /
C=C(C)c1cccc(C(C)(C)NC(=O)N2CCN(c3ccc(OC)cc3)CC2)c1
 : -1, -7, -15, -1.6, 15, -1, -20, -9, 1, 4
O=C(NCCCO)/C(=C/c1ccc(-c2cccc([N+](=O)[O-])c2)o1)NC(=O)c1ccccc1
 : -2, -1, -19, 14, 19, -8, 3, 3, -5, 2
CCOc1ccc(OCCC(=O)N(CC)CC(=O)Nc2ccccc2C(F)(F)F)cc1
 : -8, 0, 36, -1.0, -36, -8, -18, 2, -17, -1
CCOc1cc(C2C3=C(CCCC3=O)NC3=C2C(=O)CCC3)cc(Cl)c1O
 : 2, 0, -11, -0.6, 11, -1, 4, -9, -6, 0
COc1ccc(NC(=O)CN2CCN(c3ccccn3)CC2)cc1Cl
 : -7, -3, -10, /, 10, -7, 7, -2, -9, -3
COc1cc(OC)nc(NC(=O)CSc2nnc(-c3ccccc3)n2C2CCCCC2)n1
 : 7, 9, -18, -0.6, 18, -4, -4, -5, 2, 4
COc1ccc(CC(=O)Nc2nnc(-c3cccc([N+](=O)[O-])c3)s2)cc1
 : /, 22*, -2, -1.0, 2, /, -33, -3, 3, /
O=C(N/N=C/c1ccncc1)c1cnccn1
 : /, 0, 5, 0.4, -5, 2, 3, 3, -1, -2
Fc1ccc(-n2c(=S)[nH]c3cccnc32)cc1
 : -6, -2, 2, -0.1, -2, -6, -7, -2, -4, -2
O=C(COC(=O)CCSc1ccc(Cl)cc1)Nc1ccc(F)cc1
 : -2, -4, -3, -1.5, 3, -2, -3, -4, 10, -2
Cc1ccc(C(=O)N2CCN(c3ccc(N4CCOCC4)nn3)CC2)cc1
 : -1, -6, -15, 0.5, 15, /, -9, -55, 2, 0
CC(NCCC1(Cc2ccccc2Cl)CCOC(C)(C)C1)c1cccs1 (configuration not stated)
 : /, -10, /, 0.0, /, /, -7, 2, -17, -4
CCCOc1ccc(C2=CSC3=NCCN23)cc1[N+](=O)[O-]
 : -12, -1, 1, -0.9, -1, -8, 5, -7, -81, 5
Cc1nn(-c2ccc(F)cc2)c(N)c1C1(O)C(=O)Nc2ccccc21 (configuration not stated)
 : -4, 1, -12, -0.6, 12, -10, -15, -1, -12, -11

Further compounds follow:
The line under a structure holds: MITF TRPM1 HTS, dFosB activator, SR-BI DiI inh, CAL PDZ FP-1, SR-BI uptake up, CAL PDZ FP-2, PfHsp90 set2, Rtt109 Vps75, PvdQ inh, NSD2 HMT inh
Cc1nn(-c2ccccc2)c(N)c1C(O)(CC(=O)C(F)(F)F)C(F)(F)F (configuration not stated)
 : 5, -12, 30, -0.5, -30, -4, -45, -4, -9, -6
COCCCN1C(=O)C(=O)/C(=C(/O)c2ccc(S(=O)(=O)N3CCOCC3)cc2)C1c1ccc(OC)cc1 (configuration not stated)
 : 5, -1, /, -1.6, /, 2, -5, 6, 8, -5
CCOC(=O)c1cc(C(=O)NC(C)c2ccccc2)c(C)[nH]c1=O (configuration not stated)
 : 6, -9, 2, -0.5, -2, 4, -27, -7, -5, -1
NCCCC[C@@H]1NC(=O)c2cc([N+](=O)[O-])cc(I)c2SC[C@@H](C(N)=O)NC(=O)[C@H](CCC(N)=O)NC1=O
 : -6, 1, -23, 0.3, 23, 0, 12, -1, 3, /
C#C[C@]1(O)CC[C@H]2[C@@H]3CCC4=CC(=O)CC[C@@H]4[C@H]3CC[C@@]21C
 : -15, -10, 7, -0.7, -7, 3, -4, -2, -17, /
